# FLuc stim CS = FLuc activators, initial screening, artefact control for FLuc-dependent activation tests, biochemical, ATPlite luminescence; Luciferin 4-monooxygenase (Photinus pyralis), P08659; AID 1027, 2008; 200,000 tested, under 10 active; ATPlite luciferase biochemical, 10 min; 0 = ATP-free wells, 1 = DMSO control; activation factor at 10 µM;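 active = luciferase activation factor, scaled between plate controls, of at least 2 with compound at 10 µM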
#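 System: Luciferase/luciferin detection reagent, cell-free biochemical luciferase assay | Medium: PBS buffer for ATP | Dosing: Test compounds dosed from 2 mM stocks in 100% DMSO | Timing: 10 min at ambient temperature | Signal: Luminescence measurement of luciferase light output | Evaluation: Luciferase activation, seen as luminescence increase over controls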
# bIAP act = bovine intestinal alkaline phosphatase activators, primary screen, biochemical, bovine IAP, CDP-star luminescence. alkaline phosphatase, intestinal [Bos taurus]. purified bovine IAP, 30 min; hits give high values; fold of DMSO-control signal, blank-subtracted. activation factor at 20 µM. hit rate 0.17% among 200,000;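 active = activation factor of 2 or more at 20 µM, a signal rise over negative controls twice the positive control's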
# PMI act satM6P = human PMI activators, high substrate, primary screen, biochemical, fluorescence intensity, near-saturating mannose 6-phosphate | hit rate 0.34% among 190,000 | activation factor at 20 µM | AID 1216, 2008 | coupled PMI enzyme assay, resazurin fluorescence, 20 min; hits give high values; 1 = untreated enzyme, 0 = substrate-free blank | Mannose-6-phosphate isomerase (Homo sapiens), P34949;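 active = activation factor of 2 or more at 20 µM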
# Target sequence (P34949 whole entry, looked up): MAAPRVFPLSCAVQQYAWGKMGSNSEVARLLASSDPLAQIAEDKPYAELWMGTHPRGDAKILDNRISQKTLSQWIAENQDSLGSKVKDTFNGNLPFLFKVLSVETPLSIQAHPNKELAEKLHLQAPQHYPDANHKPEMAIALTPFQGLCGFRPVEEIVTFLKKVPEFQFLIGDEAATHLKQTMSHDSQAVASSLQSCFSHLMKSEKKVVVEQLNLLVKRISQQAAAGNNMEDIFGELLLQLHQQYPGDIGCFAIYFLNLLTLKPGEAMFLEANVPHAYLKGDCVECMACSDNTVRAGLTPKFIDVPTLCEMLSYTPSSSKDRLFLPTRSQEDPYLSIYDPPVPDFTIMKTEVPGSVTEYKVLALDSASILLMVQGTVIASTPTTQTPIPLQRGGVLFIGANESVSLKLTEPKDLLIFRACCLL
#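 Material: human phosphomannose isomerase with PGI, G6PDH, diaphorase coupling enzymes / Reagent: Man-6-P substrate 1.0 mM / Dosing: single compound dose of 20 µM, 1% DMSO final / Incubation: enzyme reaction with compound 20 min at room temperature / Signal: resorufin fluorescence (Ex 544/Em 590 nm) from resazurin via diaphorase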
# FLuc inh counter = firefly luciferase enzyme inhibitors, primary screen, artefact control for luciferase-based inhibitor screens, biochemical, luminescence, ATPLite | Luciferin 4-monooxygenase (Photinus pyralis), P08659 | 10 min | inhibition, % at 10 µM | hit rate 1.5% among 200,000;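 active = inhibition above about 50% when tested at 10 µM, limit read from the data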
# NF-kB expr up = activators of NF-kB expression in neurons, primary screen, cell-based, HTS. human neuronal cells, NF-kB reporter expression; hits give high values. fold change at 12.5 µM. hit rate 1.6% among 190,000; in the data active = fold change above about 3.3
# PMI activator = activators of human PMI, primary screen, biochemical, fluorescence intensity, near-Km mannose 6-phosphate; activation factor at 20 µM; hit rate 0.005% among 190,000; purified human PMI, coupled resazurin fluorescence, 20 min; hits give high values; 1 = vehicle control, 0 substrate-free wells; Mannose-6-phosphate isomerase (Homo sapiens), P34949;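 active = activation factor of 2 or more at 20 µM, relative to plate controls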
# TNAP inh noacc = human TNAP enzyme inhibitors, primary screen, biochemical, luminescent, no phosphate acceptor, uHTS. inhibition, % at 20 µM. purified TNAP, CDP-star luminescence, 30 min. AID 1012, 2008. hit rate 0.26% among 200,000;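 active = tissue-nonspecific alkaline phosphatase inhibition above about 50% at 20 µM in the single-dose screen, limit read from the data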;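 note: 0% = DMSO negative control and 100% = EDTA positive control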
# Target sequence (P05186 whole entry, looked up): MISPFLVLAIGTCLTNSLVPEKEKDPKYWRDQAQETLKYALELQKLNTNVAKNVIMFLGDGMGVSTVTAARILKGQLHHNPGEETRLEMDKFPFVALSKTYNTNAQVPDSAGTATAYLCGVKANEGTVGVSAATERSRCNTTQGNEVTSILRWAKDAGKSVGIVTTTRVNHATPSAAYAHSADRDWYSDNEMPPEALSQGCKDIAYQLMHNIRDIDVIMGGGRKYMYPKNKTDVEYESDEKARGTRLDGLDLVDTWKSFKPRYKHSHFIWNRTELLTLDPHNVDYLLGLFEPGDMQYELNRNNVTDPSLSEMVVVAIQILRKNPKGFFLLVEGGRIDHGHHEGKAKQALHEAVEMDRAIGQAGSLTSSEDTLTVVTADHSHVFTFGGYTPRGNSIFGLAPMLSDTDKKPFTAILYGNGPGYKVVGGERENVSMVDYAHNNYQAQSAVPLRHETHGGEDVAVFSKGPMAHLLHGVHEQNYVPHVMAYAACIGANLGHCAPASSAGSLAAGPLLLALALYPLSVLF
# TNAP act hiacc = TNAP activators at high phosphate acceptor level, primary screen, biochemical, luminescence, uHTS | Alkaline phosphatase, tissue-nonspecific isozyme (Homo sapiens), P05186 | purified TNAP, CDP-star luminescence, 1 M DEA, 30 min; hits give high values; 0 = EDTA background, 1 = DMSO-only activity | activation factor at 20 µM | 200,000 tested, under 10 active | AID 1136, 2008;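 active = activation factor at least 2 at 20 µM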
#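 Test system – human TNAP · Doses – 20 µM single point · Incubation – 30 min, room temperature · Signal – luminescent substrate turnover signal · Read-out basis – activation factor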
# APP 5'UTR act = activators of APP 5'UTR luciferase reporter, primary screen, SH-SY5Y cells | activation, % at 2 µM | SH-SY5Y APP 5'UTR luciferase reporter, luminescence; zero percent = DMSO vehicle wells | hit rate 1% among 190,000;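 active = activation above a set limit, based on mean plus 3 SD of controls, cut at about 140% in these data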; note: values of inactives mirror those of a sister screen read the other way
# TNAP inh hi DEA = human TNAP enzyme inhibitors, primary screen, biochemical, luminescent, high phosphate acceptor level, uHTS. purified TNAP, CDP-star luminescence, 1 M DEA. hit rate 0.03% among 200,000. AID 1135, 2008. Alkaline phosphatase, tissue-nonspecific isozyme (Homo sapiens), P05186. inhibition, % at 20 µM;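 active = over 50% inhibition of tissue-nonspecific alkaline phosphatase at 20 µM in the single-dose screen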;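 note: plate controls were DMSO wells for no effect and EDTA-quenched wells as full inhibition for full effect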
# Numbers without * were called inactive; · = no result given; & = joins results of further samples.
molecule	FLuc stim CS	bIAP act	PMI act satM6P	FLuc inh counter	NF-kB expr up	PMI activator	TNAP inh noacc	TNAP act hiacc	APP 5'UTR act	TNAP inh hi DEA
Cc1cc(NS(=O)(=O)c2ccc(NC(=O)c3cc4ccccc4o3)cc2)nc(C)n1	1	1	1	3	1.2	0.9	-9	1	-5	0
O=C(Cn1cnc([N+](=O)[O-])n1)NCCc1ccccc1	1	1	0.9	-2	1.3	0.9	-1	1	0	-2
COc1cccc(CNC(=O)C2CCN(S(=O)(=O)c3ccccc3)CC2)c1	1	0.9	0.9	-2	0.95	1	-7	1	-2	0
C=CCNC(=O)C1CCN(c2nc(C)cc(-c3ccccc3)n2)CC1	1	1.1	1	-2	1.9	1	-8	1	37	-5
COc1cc2c(cc1OC)C(c1ccc(-c3ccc(Cl)cc3Cl)o1)=NCC2	1	1	1	-1	0.88	0.9	-7	1	1	-1
Cc1ccc(C(=O)NCCSCc2ccccc2)cc1[N+](=O)[O-]	1	0.5	0.8	2	0.99	0.9	-13	1	-1	-1
CCC(=O)N/N=C(\C)CC(=O)Nc1ccccc1-c1ccccc1	1	1	1	0	1.6	1	-6	1	-9	-4
CCSc1nnc(-c2ccccc2NC(=O)CC)c(=O)[nH]1	1	0.9	0.9	-1	0.92	1	-10	1	-18	-5
N#Cc1c(N2CCCCC2)nc(N)c2c(N)nc3c(c12)CC(CCl)O3 (stereo not given)	1	1	0.5	-4	1	0.9	-15	1.1	-16	-6
O=C(c1c[nH]c(C(=O)C(Cl)(Cl)Cl)c1)c1ccc(F)cc1Cl	1	1	1	-2	1.9	1	-7	1	14	-1
Cc1ccc(S(=O)(=O)NCc2nnc(SCC(=O)Nc3cccc(C)c3C)n2C)cc1	1.1	0.9	1	-5	0.93	1	-14	1.1	7	-9
c1ccc(CSCc2cn3ccsc3n2)cc1	1	0.9	0.4	1	8.9*	0.4	-8	1	64	-2
COc1ccccc1N1CC(C(=O)Nc2nnc(SCc3ccccn3)s2)CC1=O (stereo not given)	1	1	1.1	-3	1.2	1	11	1.1	7	-7
CSc1nccc(Nc2ccccc2)c1C#N	1.1	0.8	1	-6	1.2	1	-12	1	7	-4
CCOc1cccc(C2C(C#N)=C(N)Oc3cc(C)n(Cc4ccccn4)c(=O)c32)c1OCC (stereo not given)	1.1	1	1	-7	1.1	1	-13	1.1	1	-6
COc1ccc(NC(=S)NC(=O)/C=C/c2cccs2)cc1	1	0.9	1	0	1.8	1.1	-12	1	17	-5
CCCNC(=O)CSc1nc2[nH]ncc2c(=O)[nH]1	1	1.1	1.1	-1	1.1	1.1	-9	1	6	-2
Cc1ccc(C2OCC3(CO)COC(c4ccc(C)cc4)N23)cc1 (stereo not given)	1	0.9	1	-1	1.3	0.9	-7	1	·	-5
COc1ccccc1NC(=O)c1ccc(NC(=O)CSc2n[nH]c(N)n2)cc1	1	0.9	1	-5	1.1	0.9	-60	1	-1	0
COc1cc(C2=NOC(C(=O)NCc3ccccn3)C2)cc(OC)c1OC (stereo not given)	1	1.1	0.9	-2	0.93	0.8	-5	1	2	-4
CN(C)S(=O)(=O)N1CCN(c2ccc([N+](=O)[O-])c(N3CCOCC3)c2)CC1	1	1	0.8	-4	1.2	0.9	7	0.9	6	11
COCCn1c(=S)[nH]c2cc(C(=O)N3CCN(c4ccccc4OC)CC3)ccc2c1=O	1.1	1	1	-6	0.81	1	-8	1	-8	-2
CC(C)(C)NC(=O)N1CCn2cccc2C1c1ccccc1F (stereo not given)	1.1	1	1	-6	1	1	-9	1	-9	-3
CCN(CC)C(=O)CSc1nnnn1-c1ccc(F)c(Cl)c1	1.1	1.4	1.1	-6	1.9	1.1	-7	1	17	-5
COc1cccc(CN2CCN(Cc3cccc4c3OCO4)CC2CCO)c1 (stereo not given)	1	1	1	-4	0.98	1.1	-8	1.1	2	-6

# Two entries from above, with values under each structure:
# Under each structure – FLuc stim CS | bIAP act | PMI act satM6P | FLuc inh counter | NF-kB expr up | PMI activator | TNAP inh noacc | TNAP act hiacc | APP 5'UTR act | TNAP inh hi DEA
- CCN(CC)C(=O)CSc1nnnn1-c1ccc(F)c(Cl)c1
 : 1.1 | 1.4 | 1.1 | -6 | 1.9 | 1.1 | -7 | 1 | 17 | -5
- COc1cccc(CN2CCN(Cc3cccc4c3OCO4)CC2CCO)c1 (stereo not given)
 : 1 | 1 | 1 | -4 | 0.98 | 1.1 | -8 | 1.1 | 2 | -6

# The list continues:
molecule	FLuc stim CS	bIAP act	PMI act satM6P	FLuc inh counter	NF-kB expr up	PMI activator	TNAP inh noacc	TNAP act hiacc	APP 5'UTR act	TNAP inh hi DEA
COCc1nnc(NC(=O)c2ccc3c(c2)OCO3)s1	0.4	1.1	1.1	59*	2.1	1.2	-2	1.1	61	-6
COc1ccc(S(=O)(=O)NNC(=O)c2cccs2)cc1	1	1.2	1	0	1.5	1	-4	1	5	1
CC(=O)C(Sc1nc(N2CCOCC2)nc(N2CCOCC2)n1)C(=O)Nc1ccccc1 (stereo not given)	1.1	1	1	-8	1.4	1	-11	1	8	-3
COc1ccc(-n2ccnc2SCC(=O)NCc2ccccc2)c(OC)c1	1.1	1	1	-6	1.2	0.9	-3	1	4	-1
OC(COc1ccc(-c2ccccc2)cc1)CN1CCOCC1 (stereo not given)	1	1.1	0.9	-4	1.3	0.9	-8	1.1	-11	-8
O=C(Nc1cccc2nsnc12)c1cccs1	0.8&1	0.9&1	0.9&0.8	24&-5	1.9&1.2	0.8&0.9	-11&-1	1.1&1	74&-5	-6&-2
O=C(NC(=S)Nc1ccc2c(c1)OCO2)c1ccc(Cl)cc1	1	0.5	0.9	3	2.5	0.9	2	1	165*	2
Cc1noc(/C=C/N(C)C)c1S(=O)(=O)N1CCCC(C(=O)NCc2cccs2)C1 (stereo not given)	1	1	1.2	-2	1.1	1.1	-29	1.1	-9	-6
O=C(O)CCCN1C(=O)/C(=C/c2cn(-c3ccccc3)nc2-c2cccs2)SC1=S	1.1	0.9	1.1	-6	0.89	1	22	0.8	1	15
CC(C)Sc1nc2c(c(=O)n1C)SC(C)C2 (stereo not given)	1.1	0.9	0.9	-8	1	0.9	-12	1	4	-3
C/C(Cl)=C/CSc1nnc2n(N)c(=O)c3ccccc3n12	1	0.9	1.1	-1	1.2	0.9	-6	1	-2	-4
Cc1ccc(C)c(NS(=O)(=O)c2ccc(OCC(=O)N3CCOCC3)cc2)c1	1.1	1	1.1	-9	1.1	1.1	-8	1	3	-2
CCNc1nc(SCCOc2ccc(Br)cc2)nc(N(C)C)n1	1.1	0.9	1	-11	1.1	0.9	-10	1	-5	-5
O=S(=O)(c1ccc(Nc2ccc(-c3ccc4c(c3)OCCO4)nn2)cc1)N1CCCC1	0.8	0.9	1.1	20	0.68	1.1	-5	1.1	30	-10
Cc1ccc(NC(=O)Cn2cnc3c(nnn3Cc3ccc(F)cc3)c2=O)cc1	1	1	1	-2	1.1	1.1	-11	1	11	-1
CCOC(=O)c1ccc(NC(=O)NCCN2CCCCC2)cc1	1	1	1	-2	1.1	0.9	-9	1	-12	-4
CCOC(=O)c1[nH]c(C(=O)O)c(CCC(=O)OC)c1C	1	1	1	4	1	1	-5	1	-3	-1
CC12CCC(C(=O)N(c3ccccc3Cl)C1=O)C2(C)C (stereo not given)	1.1	0.9	1	-8	0.87	1	-6	1.1	8	-6
Cc1ccc(-n2[nH]c(C)c(C=Nc3ccc4[nH]c(=O)[nH]c4c3)c2=O)cc1	1	1	0.9	2	1	0.8	-28	1	-8	3
Cc1cc(C)n(CC(=O)N/N=C/c2ccc3c(c2)OCO3)n1	1	1.1	0.9	1	1	0.9	-9	1.1	6	-5
CC(C)c1ccc(NC(=O)c2snc3ccc(Cl)cc23)cc1	1	0.9	0.8	3	2.3	0.7	-3	1	120	-1
CS/C(=C\[N+](=O)[O-])Nc1ccc(C)cc1	1	1.1	1	-1	0.92	1.1	-7	1	2	-2
N#Cc1c(N)nc2c(c1-c1cccnc1)CCCCC2	1.1	0.9	1	-6	1	1	-8	1	2	-1
O=C(O)Cn1nnnc1SCC(=O)Nc1ccccc1F	1.1	1	1	-10	0.91	1	-10	1.1	10	-6
COc1cc(C(=O)OCCN2CCCCC2)ccc1O	1.1	0.9	0.9	-5	2.9	1	-12	1.1	-4	-6

# Continued:
Compound,FLuc stim CS,bIAP act,PMI act satM6P,FLuc inh counter,NF-kB expr up,PMI activator,TNAP inh noacc,TNAP act hiacc,APP 5'UTR act,TNAP inh hi DEA
Cc1ccc(NC(=O)Cn2c3ccc(F)cc3c3nc4n(c(=O)c32)CCS4)cc1F,1,1,0.9,0,1.1,0.9,-14,1,11,-1
Cc1ccc(NC(=O)NC2(C(=O)NCc3ccco3)CCCCC2)cc1,1,1,0.9,-2,1.1,0.8,-17,1.1,13,-12
COC(=O)Cc1ccc(NC(=S)NCCSc2ccc(C)cc2)cc1,1.1,0.8,0.9,-5,0.96,0.8,-16,1,2,-5
O=C(CN1C(=O)c2ccc([N+](=O)[O-])cc2C1=O)Nc1nccs1,1.1,1,0.9,-5,0.98,1,-8,1.1,1,-6
CCOC(=O)c1ccc(N2NC(=O)/C(=C/c3ccc(OC(=O)c4ccco4)c(OC)c3)C2=O)cc1,1,0.9,1.2,-4,1.1,1.2,21,0.8,-20,22
CCOc1ncccc1C(=O)Nc1nnc(C)s1,1,1.2,1,-4,1.1,1,-2,1,16,-2

# With a hit mark in NF-kB expr up, among the entries above:
mol	FLuc stim CS	bIAP act	PMI act satM6P	NF-kB expr up	PMI activator	TNAP inh noacc	TNAP act hiacc	APP 5'UTR act	TNAP inh hi DEA
c1ccc(CSCc2cn3ccsc3n2)cc1	1	0.9	0.4	8.9*	0.4	-8	1	64	-2

# From PubChem BioAssay

# Compounds were not picked by outcome. About 3.6% of those tested had a hit in this group.
